influenza NS1A: H1N1 influenza NS1A inhibitors, functional cell based assay (AID 504329). 340,000 tested, 0.3% active. one-dose inhibition, % at 12.5 µM; IC50 in µM for titrated hits. NS1A functional cell-based assay, percent inhibition; higher % means a stronger effect; in the data active = a potency from the dose series; inconclusive = inhibition above about 27% without an active follow-up result; also: strong numbers were not always called active
tuberculosis growth: growth inhibition of non-replicating M. tuberculosis (AID 488890); Mycobacterium tuberculosis non-replicating, growth inhibition; higher % means a stronger effect; inhibition, % at 25 µM, or IC50 in µM where a hit was titrated; 320,000 tested, 0.39% active; in the data active = a potency from the dose series; inconclusive = inhibition mostly from about 82% at the one dose, without a potency; inactive = the rest, 99 in 100 with inhibition below about 76%;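 also: plate controls were DMSO cells for no effect and high antibiotic wells for full effect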
Salmonella PhoP GFP: PhoP regulon inhibitors, Salmonella typhi PhoP promoter GFP reporter, confirmatory (AID 1850). inhibition, % at 50 µM, or IC50 in µM where a hit was titrated. Salmonella Typhi PhoP-promoter GFP reporter, fluorescence, 4 h; higher % means a stronger effect. 310,000 tested, 0.33% active; in the data active = a potency from the dose series; inconclusive = inhibition mostly from about 25% at the one dose, without a potency; inactive = the rest, 99 in 100 with inhibition below about 19%;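 also: 0% = induced wells with vehicle and 100% = uninduced wells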
M. tuberculosis HTS: M. tuberculosis growth inhibition, HTS (AID 449762); M. tuberculosis H37Rv growth inhibition, 7H9 media; higher % means a stronger effect; one-dose inhibition, % at 25 µM; IC50 in µM for titrated hits; 330,000 tested, 0.59% active; in the data active = a potency from the dose series; inconclusive = inhibition above about 70% without an active follow-up result;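 also: bacterial growth assessed after seven days of incubation; strong numbers were not always called active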
inhibitors of VEEV: inhibitors of VEEV TC-83 cytopathic effect, confirmation, Vero cells (AID 588727) | inhibition, % at 20 µM, or IC50 in µM where a hit was titrated | Vero cells, VEEV TC-83 cytopathic effect inhibition; higher % means a stronger effect | 350,000 tested, 0.13% active; in the data active = a potency from the dose series; inconclusive = inhibition mostly from about 14% at the one dose, without a potency; inactive = the rest, 99 in 100 with inhibition below about 12%; also: strong numbers were not always called active
Numbers without * were called inactive; i = inactive; ? = inconclusive; nt = no result given; & = joins results of further samples. Compounds were not picked by outcome. Share with any hit: about 1.5%.

item	SMILES	M. tuberculosis HTS	tuberculosis growth	inhibitors of VEEV	influenza NS1A	Salmonella PhoP GFP
1	CCSc1nc2c(c(=O)[nH]1)C(c1ccncc1)C(C(=O)OC)=C(C)N2 (centres undefined)	4%	16%	7.0%	0%	-3%
2	Cc1ccc(C(=O)NCC(=O)OC(C)C(=O)NC2CCCCC2C)cc1C (centres undefined)	-4%	23%	1.1%	-12%	-3%
3	Cc1cc2oc(C(=O)NCc3ccc(S(N)(=O)=O)cc3)c(C)c2cc1C	1%	2%	0.6%	2%	7%
4	COc1cnc(SC)nc1Nc1ccc(C#N)cc1	5%	0%	1.0%	5%	-10%
5	NS(=O)(=O)c1cc2c(cc1C(F)(F)F)NCNS2(=O)=O	4%	-6%	0.7%	-6%	-3%&14%
6	CC1CCN(S(=O)(=O)N2CCC(C(=O)NCCc3ccccc3)CC2)CC1	-1%	13%	4.4%	0%	-12%
7	Cc1ccc2c(c1)c1ncnc(N3CCc4ccccc4C3)c1n2C	81µM*	?	nt	nt	5%
8	COC(=O)c1ccc(Cc2ccc(C(=O)OC)o2)o1	6%	30%	0.5%	-1%	-7%
9	Cc1ccc([N+](=O)[O-])cc1S(=O)(=O)Nc1ccc(-c2ccc(N3CCCC3)nn2)cc1	45%	20%	6.4%	-2%	3%
10	Cc1ccc(C)c(S(=O)(=O)NCc2ccc3c(c2)OCO3)c1	1%	6%	i	2%	3%
11	O=C(O)COc1ccc(/C=N/NC(=O)c2cccc3ccccc23)cc1	1%	-9%	i	-16%	-2%
12	O=C(CN1C(=O)C2C3C=CC(C3)C2C1=O)Nc1nc2ccccc2[nH]1 (centres undefined)	2%	25%	11%	-19%	-23%
13	CCCn1c(N)c(C(=O)CSc2nnc(-c3cccnc3)n2-c2ccc(C)cc2C)c(=O)[nH]c1=O	-4%	2%	2.7%	-9%	-26%
14	COc1ccccc1-n1c(O)c(/C=C2\C=Nc3ccccc32)c(=O)[nH]c1=O	7%	16%	0.4%	-12%	-5%
15	CCCCCCCC1CC(=O)C=C(C)C1C(=O)OCC (centres undefined)	15%	13%	i	nt	7%
16	CCC1CN(C(=O)NCc2ccc(C)cc2)c2ccccc2O1 (centres undefined)	17%	25%	2.1%	-26%	11%
17	CCOC(=O)c1sc(N)c(C#N)c1CSc1nc2ccc(C)cc2[nH]1	6%	38%	9.9%	0%	7%
18	CC1=Nn2c(nc(-c3ccccc3)c2-c2ccccc2)N(CC(N)=O)C(=O)C1	-5%	3%	0.5%	2%	-7%
19	O=C(CCC(=O)N(CC(=O)NC1CCCCC1)c1ccc(F)cc1)Nc1nccs1	2%	-12%	1.0%	-5%	-2%
20	CCOc1ccc(NC(=O)c2ccccc2NC(=O)CNC2CCCC(C)C2C)cc1 (centres undefined)	9%	9%	1.4%	-9%	nt
21	CCCC(=O)NC(NC(=S)Nc1ccc(N=Nc2ccccc2)cc1)C(Cl)(Cl)Cl (centres undefined)	-6%	6%	10%	-3%	1%
22	COc1cc(C2c3c(oc4ccccc4c3=O)C(=O)N2Cc2ccco2)ccc1O (centres undefined)	-9%	12%	8.4%	3%	-8%
23	CCCCCCn1c(=O)c(C(=O)Nc2c(C)n(C)n(-c3ccccc3)c2=O)c(O)c2ccccc21	10%	6%	1.2%	-10%	-13%
24	COc1ccc(-c2nn(C)c(=O)c3ccccc23)cc1NC(=O)COc1ccccc1	-10%	4%	6.2%	0%	1%
25	O=C(c1ccc2ncsc2c1)N1CCCC(C(F)(F)F)C1 (centres undefined)	2%	0%	6.8%	-2%	4%

13 structures out of the list, arranged by SMILES length, high to low.
item	SMILES	M. tuberculosis HTS	tuberculosis growth	inhibitors of VEEV	influenza NS1A	Salmonella PhoP GFP
13	CCCn1c(N)c(C(=O)CSc2nnc(-c3cccnc3)n2-c2ccc(C)cc2C)c(=O)[nH]c1=O	-4%	2%	2.7%	-9%	-26%
9	Cc1ccc([N+](=O)[O-])cc1S(=O)(=O)Nc1ccc(-c2ccc(N3CCCC3)nn2)cc1	45%	20%	6.4%	-2%	3%
21	CCCC(=O)NC(NC(=S)Nc1ccc(N=Nc2ccccc2)cc1)C(Cl)(Cl)Cl (centres undefined)	-6%	6%	10%	-3%	1%
22	COc1cc(C2c3c(oc4ccccc4c3=O)C(=O)N2Cc2ccco2)ccc1O (centres undefined)	-9%	12%	8.4%	3%	-8%
20	CCOc1ccc(NC(=O)c2ccccc2NC(=O)CNC2CCCC(C)C2C)cc1 (centres undefined)	9%	9%	1.4%	-9%	nt
6	CC1CCN(S(=O)(=O)N2CCC(C(=O)NCCc3ccccc3)CC2)CC1	-1%	13%	4.4%	0%	-12%
17	CCOC(=O)c1sc(N)c(C#N)c1CSc1nc2ccc(C)cc2[nH]1	6%	38%	9.9%	0%	7%
11	O=C(O)COc1ccc(/C=N/NC(=O)c2cccc3ccccc23)cc1	1%	-9%	i	-16%	-2%
5	NS(=O)(=O)c1cc2c(cc1C(F)(F)F)NCNS2(=O)=O	4%	-6%	0.7%	-6%	-3%&14%
16	CCC1CN(C(=O)NCc2ccc(C)cc2)c2ccccc2O1 (centres undefined)	17%	25%	2.1%	-26%	11%
8	COC(=O)c1ccc(Cc2ccc(C(=O)OC)o2)o1	6%	30%	0.5%	-1%	-7%
15	CCCCCCCC1CC(=O)C=C(C)C1C(=O)OCC (centres undefined)	15%	13%	i	nt	7%
4	COc1cnc(SC)nc1Nc1ccc(C#N)cc1	5%	0%	1.0%	5%	-10%

The list continues.
item	SMILES	M. tuberculosis HTS	tuberculosis growth	inhibitors of VEEV	influenza NS1A	Salmonella PhoP GFP
26	CCOc1cccc(N(C(=O)C2COc3ccccc3O2)C(C(=O)NC2CCCCC2)c2ccc(O)cc2)c1 (centres undefined)	-4%	5%	2.5%	-2%	-2%
27	COc1cc(CCC(=O)Nc2ccc(S(=O)(=O)N3CCOCC3)cc2)cc(OC)c1OC	-5%	25%	1.5%	-17%	nt
28	CN(C)C(=O)Nc1ccccc1	10%	-7%	1.3%	1%	1%
29	CCOC(=O)N1CCN(S(=O)(=O)c2ccc3c(c2)OCC(=O)N3)CC1	9%	16%	3.8%	3%	-11%
30	COc1ccc(/C=N/NC(=O)c2ccc(NC(C)=O)cc2)cc1COc1ccc(F)cc1F	1%	-6%	0.2%	3%	1%
31	C=CCONC(=O)Cc1ccccc1	nt	nt	i	-7%	nt
32	Cc1ccc(C(=O)O[C@H](C(=O)O)[C@H](OC(=O)c2ccc(C)cc2)C(=O)O)cc1	-2%	5%	i	-12%	-4%
33	O=C(CSc1ccccc1C(=O)O)NCc1ccc(Cl)cc1	-2%	-4%	0.4%	-8%	8%
34	COc1ccc(CNC(=O)C2CC(O)CN2C(=O)Nc2ccccc2)cc1 (centres undefined)	nt	nt	i	-14%	nt
35	CCN1C=C(C(=O)OC)C(c2cccc(C)c2)C(C(=O)OC)=C1	0%	9%	0.9%	6%	3%
36	COc1cc(/C=N/NC(=O)C(=O)NCc2cccnc2)ccc1O	-16%	-6%	i	-3%	-4%
37	COCCCN(C(=O)CSCC(=O)Nc1cccc(C)c1)c1c(N)n(Cc2ccccc2)c(=O)[nH]c1=O	1%	7%	4.5%	-6%	-5%
38	CCOc1ccc(N(CC(=O)NC(C)(C)C)C(=O)c2ccco2)cc1	-1%	-4%	1.7%	1%	-5%
39	O=C(Cc1ccc(F)cc1)OCC(=O)c1cc2ccccc2o1	-1%	3%	4.3%	14%	1%
40	Cc1c(NC(=O)c2ccco2)c(=O)n(-c2ccccc2)n1C	0%	4%	0.1%	3%	-5%
41	COc1ccc(Br)cc1C(=O)Nc1ccc(N2CCCC2)cc1	10%	39%	0.6%	-8%	-3%
42	CN1CCN(c2oc(COc3ccc(-c4ccccc4)cc3)nc2C#N)CC1	?	-6%	6.7%	24%	12%
43	COc1cccc(NC(=O)COc2ncnc3sc(C)c(C)c23)c1	5%	4%	8.9%	1%	-4%
44	O=C(Nc1cc(C(F)(F)F)ccc1-n1cncn1)c1ccc(Br)cc1	-2%	6%	i	7%	5%
45	Cc1cc(=O)oc2cc(OC(C)C(=O)NCC3CCC(C(=O)O)CC3)c(Cl)cc12 (centres undefined)	-7%	-4%	0.9%	0%	2%
46	CC(C)NC(=S)NN(c1ccccc1)c1ccccc1	-5%	35%	4.9%	5%	11%
47	CCOc1c(Nc2cccc(Cl)c2)c(=O)c1=O	-5%	67%	3.2%	12%	-1%
48	O=C(Nc1cccc(S(=O)(=O)N2CCCC2)c1)c1ccncc1	-2%	0%	6.7%	-5%	-15%
49	C/C(=N\NC(=O)C(=O)Nc1ccc(C)cc1)c1ccncc1	-1%	10%	0.3%	11%	-1%
50	COc1ccc(C2C(C(=O)c3sc(C)nc3C)=C(O)C(=O)N2CCCn2ccnc2)cc1 (centres undefined)	-7%	-2%	1.2%	-8%	-1%
51	Cc1nn(-c2ccccc2)c(N)c1C1(O)C(=O)Nc2ccc([N+](=O)[O-])cc21 (centres undefined)	1%	3%	0.2%	11%	-4%
52	COC(=O)/C=C/COc1ccccc1[N+](=O)[O-]	4%	17%	1.8%	-8%	7%
53	CCOC(=O)Cn1c(=O)c2c(nc(Br)n2CC(=O)OCC)n(C)c1=O	1%	-18%	2.5%	-2%	1%
54	Cc1ccccc1N(CC(=O)NCCc1ccccc1)C(=O)c1csnn1	-2%	-12%	0.4%	9%	10%
55	CCc1ccc(NC(=O)N[C@H](C(=O)O)C(C)CC)cc1 (some centres undefined)	-6%	0%	0.3%	0%	-1%
56	O=c1c(Cc2c(F)cccc2Cl)c(O)ccn1CCCN1CCOCC1	4%	-10%	0.6%	-12%	5%
57	CC(C)C(NS(=O)(=O)c1ccccc1)C(=O)N1CCCCCC1 (centres undefined)	5%	-10%	i	3%	-2%
58	COc1ccc(NC(=O)CSc2nnc(Cc3ccc(C)cc3)c(=O)n2N)cc1	-8%	6%	0.3%	-1%	4%
59	CCCN(CCC)C(=O)Cc1coc2ccc3ccccc3c12	-8%	29%	0.8%	4%	-2%
60	COc1cccc(CN2CCCC(C(=O)Nc3ccc(-c4cscn4)cc3)C2)c1 (centres undefined)	?	35%	11%	5%	-3%
61	Cc1ccc(NC(=O)CCN2CCN(C/C=C/c3ccccc3)CC2)cc1C	?	50%	i	14%	4%
62	c1cncc(C(c2nnnn2C2CCCC2)N2CCCC2)c1 (centres undefined)	-10%	-5%	i	-4%	-5%
63	COc1ccc(NC2=CC(=O)N(C)C2=O)cc1	47%	-11%	0.9%	8%	-6%
64	COc1ccccc1C/C(N)=N/OC(=O)COc1cccc(C)c1	4%	36%	0.1%	16%	-1%
65	Cc1sc2nc(SCC(=O)N(CCO)CCO)n(C3CCCCC3)c(=O)c2c1C	8%	3%	2.0%	-9%	1%
66	CCNc1nc(NCC)nc(Oc2ccc(OCC)nn2)n1	-5%	-25%	i	8%	-12%
67	O=C(COC(=O)C1CCC(=O)N1)Nc1cccc([N+](=O)[O-])c1 (centres undefined)	4%	17%	0.2%	-7%	nt
68	COCCCNC(=O)c1cn(C)c(=O)c2c1c1ccccc1n2C	2%	-4%	2.2%	-16%	-17%
69	COc1ccc(Cl)cc1S(=O)(=O)NC(C)C(=O)NCc1ccccn1 (centres undefined)	-1%	1%	1.8%	-7%	-7%
70	COc1ccc(N(Cc2cc(=O)[nH]c3ccccc23)C(=O)CCl)cc1	56%	?	?	-10%	-15%
71	COc1cccc(C(=O)Nc2ccccc2C(=O)NCC2CCCO2)c1 (centres undefined)	-12%	11%	9.8%	11%	-3%

Screening data (PubChem)
